From PubChem BioAssay
USP28 inh: inhibitors of human USP28 deubiquitinase. Ubiquitin carboxyl-terminal hydrolase 28 (Homo sapiens), Q96RU2. purified USP28, Ub-rhodamine cleavage fluorescence, 30 min. 3% of 47,000 active. inhibition, % at 25 µM
USP17 block: inhibitors of human USP17 deubiquitinase; inhibition, % at 50 µM; purified USP17, Ub-rhodamine cleavage fluorescence, 3 h; 6.5% of 47,000 active; AID 1645855, 2021
Target sequence (A8MUK1 whole entry, looked up): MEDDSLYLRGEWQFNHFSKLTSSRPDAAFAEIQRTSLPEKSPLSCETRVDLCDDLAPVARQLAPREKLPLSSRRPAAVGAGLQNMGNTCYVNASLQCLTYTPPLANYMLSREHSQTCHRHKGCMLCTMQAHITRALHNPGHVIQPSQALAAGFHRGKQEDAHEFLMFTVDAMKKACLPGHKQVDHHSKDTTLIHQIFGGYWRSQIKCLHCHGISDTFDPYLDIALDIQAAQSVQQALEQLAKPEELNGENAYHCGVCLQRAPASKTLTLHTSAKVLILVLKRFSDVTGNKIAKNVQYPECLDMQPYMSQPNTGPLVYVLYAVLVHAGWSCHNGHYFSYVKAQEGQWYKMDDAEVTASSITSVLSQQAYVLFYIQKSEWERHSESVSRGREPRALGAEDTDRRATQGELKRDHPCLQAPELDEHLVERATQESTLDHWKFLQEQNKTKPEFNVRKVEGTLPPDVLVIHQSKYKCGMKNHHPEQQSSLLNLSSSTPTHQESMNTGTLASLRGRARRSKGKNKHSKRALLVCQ
USP7 inh: inhibitors of human USP7 deubiquitinase | purified USP7, Ub-rhodamine cleavage fluorescence | inhibition, % at 20 µM | 0.3% of 47,000 active
UCHL1 block: inhibitors of human UCHL1 deubiquitinase; 0.2% of 47,000 active; inhibition, % at 20 µM; AID 1645859, 2021; purified UCHL1, Ub-rhodamine cleavage fluorescence; Ubiquitin carboxyl-terminal hydrolase isozyme L1 (Homo sapiens), P09936
USP30 block: inhibitors of human USP30 deubiquitinase; Ubiquitin carboxyl-terminal hydrolase 30 (Homo sapiens), Q70CQ3; purified USP30, Ub-rhodamine cleavage fluorescence; inhibition, % at 25 µM; 5.3% of 47,000 active; AID 1645860, 2021
Target sequence (Q70CQ3 whole entry, looked up): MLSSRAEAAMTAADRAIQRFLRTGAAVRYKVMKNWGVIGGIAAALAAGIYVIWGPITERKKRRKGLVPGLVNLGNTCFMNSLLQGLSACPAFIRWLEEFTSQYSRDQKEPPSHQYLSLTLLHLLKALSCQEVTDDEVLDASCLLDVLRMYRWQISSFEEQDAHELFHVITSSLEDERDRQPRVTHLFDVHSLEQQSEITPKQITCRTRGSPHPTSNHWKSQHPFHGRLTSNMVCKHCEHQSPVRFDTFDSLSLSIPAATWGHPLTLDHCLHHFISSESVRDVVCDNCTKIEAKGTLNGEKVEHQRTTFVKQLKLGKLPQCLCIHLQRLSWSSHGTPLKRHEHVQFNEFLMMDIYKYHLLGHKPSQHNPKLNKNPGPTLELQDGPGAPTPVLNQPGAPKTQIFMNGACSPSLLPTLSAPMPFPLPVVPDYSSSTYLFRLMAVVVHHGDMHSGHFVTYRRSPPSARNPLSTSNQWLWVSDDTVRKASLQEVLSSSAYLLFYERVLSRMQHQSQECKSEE
OTUD3 inh: inhibitors of human OTUD3 deubiquitinase. OTU domain-containing protein 3 (Homo sapiens), Q5T2D3. purified OTUD3, Ub-rhodamine fluorescence, 2 h. inhibition, % at 25 µM. 0.7% of 47,000 active
USP8 inh: inhibitors of human USP8 deubiquitinase. 4.2% of 47,000 active. AID 1645853, 2021. purified USP8, Ub-rhodamine cleavage fluorescence, 30 min. inhibition, % at 20 µM. Ubiquitin carboxyl-terminal hydrolase 8 (Homo sapiens), P40818
USP10 inh: inhibitors of human USP10 deubiquitinase; Ubiquitin carboxyl-terminal hydrolase 10 (Homo sapiens), Q14694; inhibition, % at 20 µM; 1.1% of 47,000 active; purified USP10, Ub-rhodamine fluorescence, 60 min
Starred values were filed as active, the others as inactive; / = no result given. Cut-off read from the data, not from the text of the source: active = inhibition above about 30%; inactive = the rest.

SMILES | USP28 inh | USP17 block | USP7 inh | UCHL1 block | USP30 block | OTUD3 inh | USP8 inh | USP10 inh
Cc1cc(C)n(CC(=O)Nc2ccc(F)cc2)c1-c1nc(C(C)C)no1 | 6 | / | -10 | 2 | 10 | 7 | 15 | 0
O=C(NCCC(=O)N1CCC2(CC1)NCCc1[nH]cnc12)c1ccc(F)cc1 | -9 | -4 | -2 | -3 | -23 | 4 | 4 | -2
Cc1ccc(S(=O)(=O)CCc2noc(C(=O)NC3CCCCCC3)n2)cc1 | -6 | 6 | -3 | 0 | 12 | 0 | 2 | 0
NC(=O)Nc1ccc(NS(=O)(=O)c2ccc3c(c2)CCCC3)cc1 | / | 3 | 0 | 2 | / | 1 | 0 | -2
COc1cccc(CNC(=O)CCc2c(C)c3c(C)nn(-c4cccc(F)c4)c3n(C)c2=O)c1 | 6 | 6 | 8 | 5 | 12 | 6 | -17 | 2
CCc1nc(-c2cccc(NC(=O)C3CC(=O)N(c4ccc(C)c(C)c4)C3)c2)no1 (stereo unspecified) | 27 | 60* | 9 | 4 | 60* | 27 | 39* | 19
Cc1ccc(NC(=O)c2c(O)cn(-c3ccccc3)c2O)cc1C | -14 | -10 | 5 | -1 | -47 | -31 | -15 | -5
Cc1ccc(S(=O)(=O)N(C)CCCC(=O)Nc2ccc(Cl)cc2)cc1 | 10 | 15 | -13 | 6 | 28 | 14 | 0 | 9
CC(C)(C)Nc1c(C2CCN(C(=O)CCc3ccno3)CC2)nc2ccc(F)cn12 | 1 | -6 | 0 | 0 | 3 | 0 | 9 | -4
COC(=S)NC(=O)/C=C/c1ccccc1 | 17 | 22 | 2 | 3 | 32* | 23 | 24 | 8
Cc1ccc(C(=O)N2C[C@H](Oc3ccccn3)[C@H]3OCCC[C@H]32)cn1 | 12 | -3 | 4 | 1 | 14 | 9 | -51 | 1
CCCc1nc(-c2cc3cccc(C)c3nc2NCC2CCCO2)no1 (stereo unspecified) | 1 | 0 | 0 | 3 | -8 | 2 | 2 | 1
CCOc1ccc(C(=O)Cn2c(=O)n(Cc3ccccc3)c(=O)c3cc(Cl)ccc32)cc1Cl | -13 | -4 | -2 | -2 | -16 | -10 | -4 | 0
O=C(Nc1ccc(N2CCOCC2)cc1)c1ccc(-c2ccc(N3CCCC3)nn2)cc1 | 7 | 51* | -4 | -10 | -20 | 0 | 23 | -11
CN(C)c1ncc(C(=O)N2CCC(c3cc4ccccc4c(=O)[nH]3)CC2)cn1 | -8 | -6 | 0 | -1 | -29 | -6 | -4 | -1
CN(C)C(=O)C1CN(C(=O)c2n[nH]c3c2CCCC3)CCN1C (stereo unspecified) | 8 | 9 | 4 | 1 | 26 | 5 | 11 | 0
COc1ccc(CC(=O)Nc2nonc2-c2ccc(OC)cc2)cc1 | 0 | 8 | 3 | -2 | -1 | 0 | 0 | 2
CN(C)c1ncnc2c1ncn2[C@@H]1CC[C@@H](NC(=O)c2ccccc2)[C@H](O)[C@H]1O | 10 | 10 | 8 | 2 | 17 | 13 | 14 | 2
CCOc1ccc2c(c1)c(=O)c(C(=O)c1ccc(C)cc1)cn2CC(=O)Nc1ccc(OC)c(OC)c1 | 40* | 36* | 26 | 15 | 70* | 36* | 87* | 48*
Cc1nn2c(CNS(=O)(=O)Cc3ccccc3Cl)c(C)nc2s1 | 0 | -8 | 0 | -1 | -8 | -9 | -2 | 0
Cc1cc(NC(=O)c2cccc(F)c2)ccc1-n1cnnn1 | 11 | 0 | -1 | 0 | 2 | 0 | -2 | 4
Cc1ccc(CN2CC[C@H]3COC(=O)N(C)[C@@H]3C2)cc1 | 1 | 0 | -8 | 0 | 12 | 3 | 2 | 2
COc1cccc(C(=O)Nc2nc(-c3nnn(-c4ccc(C)c(F)c4)c3C)ns2)c1 | 64* | 61* | 16 | 7 | 95* | 29 | 56* | 48*
CC(C)N1C[C@@H]2C[C@H]1C(=O)N1CCN(C(=O)C3CCOCC3)[C@@H](C1)C(=O)NC[C@H]1O[C@@H](CC(=O)N2)[C@H](O)[C@@H]1O | -58 | -84 | -23 | -7 | -365 | -32 | 0 | -8
C[C@@H]1/C=C/CC/C=C/C(=O)[C@H](C)[C@@H]2CC[C@@H](C)[C@@](O)(O2)C(=O)C(=O)N2CCCC[C@H]2C(=O)O[C@H]([C@H](C)C[C@@H]2CC[C@@H](O)[C@H](O)[C@H]2O)CC1 | 3 | 29 | 9 | 7 | 11 | 4 | 7 | 2
CCc1ccccc1NC(=O)CN1C(=O)C2CCCC2=Nc2ccccc21 (stereo unspecified) | 5 | 7 | 11 | 0 | 10 | 6 | 34* | 34*
CC(C)CNc1nc2c(cc1C(=O)NCC1CC1)CCNCC2 | 12 | 0 | -65 | 1 | 45* | 21 | -23 | 3
COc1ccc(OC)c(S(=O)(=O)NCc2cc(-c3ccccc3)no2)c1 | 11 | 9 | 2 | 4 | 19 | 10 | 26 | 3
Cn1c(N2CCCC2)nc2c1c(=O)[nH]c(=O)n2C | 6 | 9 | 2 | 3 | 18 | 5 | 12 | 2
CN(C)C(=O)[C@@H]1C[C@@H]2CN(C(=O)c3ccccc3)CCN2[C@@]12C(=O)Nc1ccccc12 | 4 | 0 | 1 | -1 | 2 | 0 | 2 | 0
CC(NC(=O)C1CCc2nc(N3CCCC3)ncc2C1)c1cccnc1 (stereo unspecified) | -3 | -4 | -1 | -2 | -7 | 1 | 0 | -3
CSCC[C@H](NC(=O)OC(C)(C)C)C(=O)N1CCC(C(=O)N[C@@H](C)C(=O)Nc2ccc(F)cc2)CC1 | -7 | -4 | -5 | -2 | -6 | -5 | 0 | -1
COCCN1CCC2(CC1)CC1(CCN(C(C)=O)CC1)N(C)C2=O | 9 | -1 | 3 | 2 | 11 | 15 | -41 | 0
NCCC(=O)N1CCC2(CC1)C(=O)NCN2C(=O)Cc1cccc(Cl)c1 | 8 | -29 | 4 | -2 | 11 | 9 | -283 | 1
Cc1cccc(CCNC(=O)c2ccc(CNS(=O)(=O)c3ccc(F)cc3)cc2)c1 | 2 | -6 | 4 | 0 | 34* | -1 | -6 | 3
COc1ccc(CCC(=O)Nc2nnc(C3CC(=O)N(c4ccc(C)cc4)C3)s2)cc1 (stereo unspecified) | -2 | 0 | 8 | 2 | 8 | 1 | 9 | 38*
COc1ccc(NC(=O)N(C2=NCCC2)c2cccc(C)c2)cc1 | -1 | -8 | 4 | 3 | 0 | -7 | -15 | 3
COc1ccc2cc3c(nc2c1)N(C(=O)C1CC1)CC3 | -4 | -6 | -4 | -7 | -45 | -13 | -13 | -7
O=C(Cc1cccc(C(F)(F)F)c1)Nc1ccc(N2CCOCC2)cc1 | -7 | 2 | -2 | -5 | -17 | -5 | -36 | -3
CN1C[C@@H]2C[C@H](NC(=O)Nc3ccc(F)cc3)CN2Cc2ccccc21 | 0 | -2 | 2 | 0 | 9 | 1 | 11 | 0
CC1CCN(S(=O)(=O)N2CCCC(C(=O)N3CCN(C(=O)c4ccco4)CC3)C2)CC1 (stereo unspecified) | -1 | 6 | 2 | 1 | 9 | 1 | 9 | 0
CCc1cccc(NS(=O)(=O)c2ccc3c(c2)NC(=O)CCS3)c1 | 13 | 12 | 0 | 0 | 26 | 11 | 14 | 6
COc1ccccc1NC(=O)CCN1CC(C)OC(C)C1 (stereo unspecified) | 12 | 11 | 5 | 0 | 26 | 11 | 17 | 1
Cc1ccc2[nH]c(=O)c(-c3noc(-c4ccc([N+](=O)[O-])cc4)n3)cc2c1 | 10 | 48* | 7 | 3 | 42* | 10 | -3 | 1
COc1ccc(CCNc2nccn(-c3ccc4c(c3)OCO4)c2=O)cc1OC | 4 | -3 | 2 | 2 | 5 | 6 | -28 | 0
Cc1nc(C2(NC(=O)Nc3cccc(C#N)c3)CCCC2)no1 | 5 | 3 | 4 | 3 | 11 | 3 | 12 | 2
COc1cc(NC(=O)CSCC(=O)N(C)c2ccccc2)c(Cl)cc1Cl | 5 | 4 | -61 | 5 | 8 | 4 | 3 | 1
O=S(=O)(c1cccnc1)N1CCN(c2ccc(-c3ccncc3)nn2)CC1 | 0 | 6 | 2 | -1 | 18 | 14 | 19 | -2
Cc1cc(N2CCCC2c2cncc(-n3ccnc3)n2)ncn1 (stereo unspecified) | -5 | -37 | -18 | 0 | -46 | -2 | -222 | -12
Cc1ccc(C(=O)CCC(=O)NCc2ccccc2Cl)cc1 | 6 | 11 | -4 | 0 | 0 | 11 | 13 | -2
O=C(c1ccccc1Cl)N1CCN(Cc2noc3ccccc23)CC1 | 1 | 0 | 2 | 0 | -7 | -4 | -2 | -2
CC(=O)N1CCCCC[C@@H]2[C@@H]1[C@H](c1cccc(F)c1)CN2C(=O)c1ncc[nH]1 | 11 | 12 | 5 | 0 | 24 | 5 | 20 | -1
CCOC(=O)C1=C(C(F)(F)F)NC(=O)CC1 | 0 | 2 | 3 | -1 | 5 | 10 | 12 | -1
COCCN1C(=O)Cc2c(C)nc(C3(C)CCCN(c4ccnc(C)n4)C3)nc21 (stereo unspecified) | -18 | -8 | -1 | -2 | -66 | -16 | 30* | -3
Cc1ccc(NC(=O)Cc2nc(-c3cccnc3)n[nH]2)cc1 | 15 | 0 | 6 | -2 | 7 | 5 | -10 | -4
Cc1cnc(C(=O)OCC(=O)Nc2ccc(OCc3ccccc3)cc2)cn1 | -11 | -9 | -9 | -3 | -41 | -6 | -15 | 0
CCOc1cc2[nH]c(=O)n(CC3CCC(C(=O)NCCc4c[nH]c5ccccc45)CC3)c(=O)c2cc1OCC (stereo unspecified) | -6 | 23 | 1 | -3 | 37* | -1 | -10 | 19
CS(=O)(=O)c1ccc2nc(NC(=O)CCCSc3nc4ccccc4[nH]3)sc2c1 | -6 | 20 | 1 | 1 | -7 | -17 | -8 | -1
COc1ccccc1NCc1nc2sc(C)c(-c3ccccc3)c2c(=O)[nH]1 | 24 | -6 | 4 | 0 | -2 | 7 | 9 | 3
O=C(OCC(=O)N1CCc2ccccc2C1)c1cccc(C(F)(F)F)c1 | 20 | 25 | 0 | 6 | 26 | 17 | 23 | 5

(more compounds)
SMILES | USP28 inh | USP17 block | USP7 inh | UCHL1 block | USP30 block | OTUD3 inh | USP8 inh | USP10 inh
COc1cccc(Nc2nc(NCCc3ccccc3)nc3c2cnn3C)c1 | -5 | 0 | 10 | 7 | -36 | -13 | -3 | 8
Cc1ccc2nc(C(=O)N3CCOC(c4cc(=O)[nH]c(C)n4)C3)cn2c1 (stereo unspecified) | 8 | 10 | 5 | 0 | 15 | 14 | 0 | 1
CCN(c1ccccc1)S(=O)(=O)c1ccc2c(c1)OCC(=O)N2 | -1 | -3 | -3 | -2 | 1 | -1 | 0 | 0
Cc1ccc(S(=O)(=O)NC(C(=O)N=c2sc3ccccc3n2C)C(C)C)cc1 (stereo unspecified) | 15 | 63* | -1 | 0 | -23 | -5 | -1 | 3
O=C(CSc1ccc(-c2ccncc2)nn1)Nc1ccccc1F | 8 | 25 | 4 | 1 | 12 | 0 | -1 | -1
O=C(Nc1ccccc1Cl)c1ccc(-c2nc(-c3ccc(Cl)c(Cl)c3)cs2)cc1 | 3 | 0 | 10 | -1 | 16 | 4 | -4 | 0
O=C(Nc1c2c(nn1-c1ccc(F)cc1)CS(=O)C2)C1CCCCC1 (stereo unspecified) | 0 | 2 | -73 | 0 | 0 | 7 | 0 | 1
O=C(CSc1ncnc2ccccc12)N1CCN(c2ccccc2)CC1 | -9 | -18 | -3 | -3 | 0 | -118 | -6 | -3
CC(NC(=O)C1CN(S(C)(=O)=O)c2ccccc2O1)c1ccccc1 (stereo unspecified) | -1 | -10 | -1 | -3 | 2 | -3 | -1 | -1
CC(=O)NC(Cc1ccccc1C)C(=O)NC1CCN(c2c3c(nc4ncnn24)CCC3)CC1 (stereo unspecified) | 13 | 15 | 2 | 2 | 27 | 15 | 0 | -2
CC1(C)Cc2c(sc3nc(Cc4ccccc4)nc(SCc4ccccc4)c23)CO1 | 4 | 7 | 6 | 1 | 15 | 4 | 0 | 2
Cc1cc(C)c2nc(N3CCCC(C(=O)NCc4ccccc4C)C3)sc2c1 (stereo unspecified) | 19 | 33* | 5 | 3 | 19 | 25 | 27 | 4
CC(O)CN1CCn2c(nc3cc(C(=O)NC4CCCCC4)ccc32)C1 (stereo unspecified) | 9 | 15 | 2 | 1 | 5 | 1 | -52 | -2
O=C(C1CCN(c2cnc(N3CCCC3)nc2)CC1)N1CCCCC1 | 1 | -5 | -6 | 0 | -18 | 0 | 1 | 1
CN1[C@@H](CCC(=O)N2CC[C@@H](O)C2)CNC(=O)[C@@H]2[C@H]1CCN2CC(C)(C)C | -3 | -7 | 0 | -2 | -3 | -8 | -10 | -2
O=C(CC1c2ncccc2C(=O)N1c1ccccc1)N1CCC2(CC1)OCCO2 (stereo unspecified) | -5 | 3 | 2 | -3 | -4 | 1 | 6 | 0
Cc1ccc(OCC(=O)Nc2cc(NC(=O)c3ccco3)ccc2C)cc1C | 45* | 60* | -4 | -2 | 66* | -2 | -26 | 1
